Apaf-1 inh = inhibitors of human Apaf-1 apoptosome, primary screen, biochemical, DEVD-Rh110 fluorescence, uHTS. Apoptotic protease-activating factor 1 (Homo sapiens), O14727. reconstituted apoptosome caspase-3 activity. inhibition, % at 20 µM. 330,000 compounds, 0.71% hits. AID 489030, 2010; active = inhibition of at least 40% at 20 µM;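 note: plate controls were DMSO wells for no effect and DEVD-CHO caspase inhibitor wells for full effect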
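Assay system – apoptosome proteins · Medium – Hepes buffer, pH 7.5 · Also added – cytochrome c with DEVD-Rh110 · Timing – 30 min compound preincubation, 50 min activation, room temperature · Detection – Rh110 fluorescence, excitation 480 nm, emission 540 nm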
SENP8 block-1 = human SENP8 protease inhibitors, primary screen, biochemical, fluorescence, Nedd8 protein substrate, uHTS; 360,000 compounds, 0.64% hits; inhibition, % at 20 µM; Sentrin-specific protease 8 (Homo sapiens), Q96LD8; AID 602440, 2012; recombinant SENP8; in the data active = inhibition mostly above about 40%, no sharp cut-off; inactive = mostly below about 27%
Target sequence (Q96LD8 whole entry, looked up): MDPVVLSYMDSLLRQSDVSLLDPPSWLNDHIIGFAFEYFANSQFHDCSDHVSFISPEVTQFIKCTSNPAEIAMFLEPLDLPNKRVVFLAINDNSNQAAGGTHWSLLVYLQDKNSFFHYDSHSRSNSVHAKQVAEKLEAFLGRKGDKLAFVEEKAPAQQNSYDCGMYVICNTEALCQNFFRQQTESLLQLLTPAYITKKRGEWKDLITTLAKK
SENP8 block-2 = SENP8 protease inhibitors, primary screen, biochemical, luminescence; Sentrin-specific protease 8 (Homo sapiens), Q96LD8; purified SENP8, Z-RLRGG-aminoluciferin cleavage; inhibition, % at 10 µM; 330,000 compounds, 1.2% hits; AID 2540, 2010; in the data active = inhibition above about 50%
SENP6 block = SENP6 protease inhibitors, primary screen, biochemical, luminescence, uHTS; Sentrin-specific protease 6 (Homo sapiens), Q9GZR1; Recombinant SENP6 catalytic domain, aminoluciferin luminescence; inhibition, % at 10 µM; 330,000 compounds, 1.8% hits;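 active = inhibition above about 50% at the single tested dose, limit read from the data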;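 note: plate controls were DMSO wells with enzyme for no effect and DMSO wells lacking enzyme for full effect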
PfGluPho inh = PfG6PD enzyme inhibitors, primary screen, biochemical, fluorescence intensity, uHTS | PfGluPho enzyme, NADPH resazurin-diaphorase fluorescence | inhibition, % at 20 µM | AID 504690, 2011 | glucose-6-phosphate dehydrogenase-6-phosphogluconolactonase (Plasmodium falciparum 3D7) | 350,000 compounds, 0.78% hits;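 active = inhibition reaching at least a set limit at 20 µM in the primary screen, cut at about 59% in these data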;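 note: 0% = DMSO wells with substrate and 100% = DMSO wells lacking glucose-6-phosphate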
SENP1 FRET inh = human SENP1 catalytic domain inhibitors, primary screen, biochemical, FRET, uHTS; inhibition, % at 10 µM; 360,000 compounds, 0.21% hits; Sentrin-specific protease 1 (Homo sapiens), Q9P0U3; AID 624204, 2012; recombinant SENP1 catalytic domain, CyPet-SUMO1-YPet FRET cleavage;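 active = inhibition at least 30% at 10 µM, raw YFP signal under a set limit, fluorescence ratio 0.5 to 1.5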;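 note: 0% = enzyme with DMSO and 100% = no enzyme wells; some results filed as inactive read as strong as hits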
Target sequence (Q9P0U3 419-644 limits assumed): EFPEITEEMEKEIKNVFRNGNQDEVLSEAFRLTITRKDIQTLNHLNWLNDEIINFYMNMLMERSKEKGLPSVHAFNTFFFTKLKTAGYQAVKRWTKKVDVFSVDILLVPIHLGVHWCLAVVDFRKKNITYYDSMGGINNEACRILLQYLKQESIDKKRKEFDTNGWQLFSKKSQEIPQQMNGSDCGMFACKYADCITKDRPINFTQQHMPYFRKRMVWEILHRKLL
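Test system: human SENP1 catalytic domain; medium: Tris pH 8 buffer plus EDTA, NaCl, BME, BSA, NP40, catalase; incubation: 50 min reaction at room temperature; technique: FRET, CFP and YFP emission; controls: no-enzyme low control and enzyme-plus-DMSO high control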
SENP7 block = SENP7 protease inhibitors, primary screen, biochemical, luminescence, uHTS | Sentrin-specific protease 7 (Homo sapiens), Q9BQF6 | AID 434973, 2010 | inhibition, % at 5 µM | 330,000 compounds, 1.5% hits | recombinant SENP7, Z-RLRGG-aminoluciferin luminescence, 40 min;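 active = inhibition above about 50% at the single test dose, limit read from the data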;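 note: plate controls were DMSO with enzyme for no effect and no enzyme buffer wells for full effect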
Target sequence (Q9BQF6 706-1050 limits assumed): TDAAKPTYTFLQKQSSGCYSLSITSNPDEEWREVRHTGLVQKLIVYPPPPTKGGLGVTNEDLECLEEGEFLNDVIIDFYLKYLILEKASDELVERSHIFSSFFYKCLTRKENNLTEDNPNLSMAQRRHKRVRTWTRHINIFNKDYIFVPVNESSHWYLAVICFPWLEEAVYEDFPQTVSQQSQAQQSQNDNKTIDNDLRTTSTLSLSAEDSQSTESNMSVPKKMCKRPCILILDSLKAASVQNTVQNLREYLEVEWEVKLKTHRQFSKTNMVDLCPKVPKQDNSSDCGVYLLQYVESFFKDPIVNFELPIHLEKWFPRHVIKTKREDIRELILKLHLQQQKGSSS
HKDC1 inh = HKDC1 hexokinase inhibitors, primary screen, biochemical, fluorescence, uHTS | recombinant HKDC1, G6PDH/diaphorase resazurin coupled fluorescence | AID 493160, 2011 | 340,000 compounds, 0.16% hits | inhibition, % at 20 µM | Q2TB90;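 active = inhibition above about 35% when tested at 20 µM, limit read from the data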;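 note: plate controls were DMSO wells with enzyme for no effect and DMSO wells lacking enzyme for full effect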
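Material: recombinant HKDC1 hexokinase; Amount: HKDC1 at 5 µg/mL; Medium: Tris pH 8.0 buffer with MgCl2, Tween-20, BSA, BME; Schedule: 90 min reaction incubation at room temperature, dark; Technique: coupled resazurin fluorescence, excitation 525 nm, emission 613 nm.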
An asterisk follows results filed as active; x = no result given.

The first 10 compounds, to show the layout:
The line under a structure holds: Apaf-1 inh, SENP8 block-1, SENP8 block-2, SENP6 block, PfGluPho inh, SENP1 FRET inh, SENP7 block, HKDC1 inh
CC(C)Cn1c(SCC(=O)N(C)c2c(N)n(Cc3ccccc3)c(=O)[nH]c2=O)nc2ccccc21
  8, -3, 0, -11, -6, -1, 6, -2
COc1ccc(OCc2nnc(SCC(=O)NC3CC3)n2C)cc1
  -96, 6, -4, -3, -4, -1, 5, -3
Nc1ccc(C(=O)OCC(=O)NC2CC2)cc1[N+](=O)[O-]
  -14, 20, -4, -29, 5, 1, 5, -8
O=C(NC1CC1)C(Cl)c1ccccc1 (stereo not drawn)
  -4, 3, 6, -3, -6, 1, -2, -2
COc1ccc(S(=O)(=O)N2CCC(C(=O)NCc3ccccn3)CC2)cc1C
  0, 14, 2, -3, -11, 1, 2, -9
Cc1ccccc1CSc1nsc(N)n1
  8, 8, -10, -10, 17, 1, 2, 4
CCN(CC)S(=O)(=O)c1ccc(-c2nnc(SCc3nnc(-c4ccc(C)cc4)o3)o2)cc1
  -7, 9, 4, 5, -27, 1, -4, -11
COc1ccccc1CNS(=O)(=O)c1c(C)noc1C
  -4, 4, -9, -14, 22, -3, -7, -6
O=C(CN1CCN(Cc2ccccc2)CC1)Nc1ccccc1-c1ccccc1
  9, 10, 2, -14, -7, 3, 2, -5
O=C(CC1(O)CCCCC1)OC1CCCC1
  x, 2, x, x, 9, -2, x, -7

This part in full, repeating the preview:
The line under a structure holds: Apaf-1 inh, SENP8 block-1, SENP8 block-2, SENP6 block, PfGluPho inh, SENP1 FRET inh, SENP7 block, HKDC1 inh
CC(C)Cn1c(SCC(=O)N(C)c2c(N)n(Cc3ccccc3)c(=O)[nH]c2=O)nc2ccccc21
  8, -3, 0, -11, -6, -1, 6, -2
COc1ccc(OCc2nnc(SCC(=O)NC3CC3)n2C)cc1
  -96, 6, -4, -3, -4, -1, 5, -3
Nc1ccc(C(=O)OCC(=O)NC2CC2)cc1[N+](=O)[O-]
  -14, 20, -4, -29, 5, 1, 5, -8
O=C(NC1CC1)C(Cl)c1ccccc1 (stereo not drawn)
  -4, 3, 6, -3, -6, 1, -2, -2
COc1ccc(S(=O)(=O)N2CCC(C(=O)NCc3ccccn3)CC2)cc1C
  0, 14, 2, -3, -11, 1, 2, -9
Cc1ccccc1CSc1nsc(N)n1
  8, 8, -10, -10, 17, 1, 2, 4
CCN(CC)S(=O)(=O)c1ccc(-c2nnc(SCc3nnc(-c4ccc(C)cc4)o3)o2)cc1
  -7, 9, 4, 5, -27, 1, -4, -11
COc1ccccc1CNS(=O)(=O)c1c(C)noc1C
  -4, 4, -9, -14, 22, -3, -7, -6
O=C(CN1CCN(Cc2ccccc2)CC1)Nc1ccccc1-c1ccccc1
  9, 10, 2, -14, -7, 3, 2, -5
O=C(CC1(O)CCCCC1)OC1CCCC1
  x, 2, x, x, 9, -2, x, -7
CCc1ccc(NC(=O)CCNS(=O)(=O)c2cccs2)cc1
  7, -4, -1, 1, 2, 5, 4, -2
COc1ccc(S(=O)(=O)NCC2CCCN(C(=O)CCSC)C2)cc1 (stereo not drawn)
  -15, 14, -4, -16, -2, 1, -3, 1
CC(C)N(Cc1ccccc1)C(=O)CCS(=O)(=O)c1ccc2c(c1)oc(=O)n2C
  10, 11, 5, 21, 9, 1, 6, -6
CC(=O)Nc1ccc2c(c1)Cc1c-2cc(Cl)c(NC(C)=O)c1Cl
  x, 4, x, x, 14, 1, x, -6
COc1cccc(OCCOc2ccc(/C=C3\C(=N)N4N=C(S(C)(=O)=O)SC4=NC3=O)cc2OC)c1
  x, 9, x, x, -16, -9, x, 5

More compounds:
The line under a structure holds: Apaf-1 inh, SENP8 block-1, SENP8 block-2, SENP6 block, PfGluPho inh, SENP1 FRET inh, SENP7 block, HKDC1 inh
C/C(=N\NC(=O)c1cccc(S(=O)(=O)N2CCOCC2)c1)c1ccc(OC(F)F)cc1
  6, 9, 3, -7, 5, 2, -2, -3
O=C(Nc1ccc(NC(=O)C2CC2)nc1)c1cccc(F)c1
  4, 10, -10, -12, 9, 1, -4, -7
Cc1ccc(N2CC(C(=O)N3CCC(C(=O)Nc4cccc(Br)c4)CC3)CC2=O)cc1 (stereo not drawn)
  17, -2, -6, -17, 3, 0, 3, -1
Cc1ccc2nc(/C(C#N)=C/c3ccc(-c4ccccc4C(=O)O)o3)[nH]c2c1
  9, -47, 5, -7, 4, -24, -1, 6
CCn1c(SCc2ccc(Cl)cc2)nnc1-c1ccccc1
  7, 22, -7, -3, 3, 4, -1, -1
CC1=C(C(=O)OC(C)C)C(C)NC(=O)N1 (stereo not drawn)
  -10, 13, 4, 2, -2, 1, -4, -6
CCCNc1c(N)c(=O)oc2ccccc12
  -6, -16, 13, -3, -4, -4, -2, -10
CCC(=O)N1CCc2cc(Br)cc(S(=O)(=O)C3(C(=O)OC)CC3)c21
  0, 8, -5, -2, -5, 1, 1, -2
O=C(COc1coc(CN2CCc3ccccc3C2)cc1=O)Nc1ccc(Cl)cc1
  17, 10, 0, 6, -5, -22, 2, -1
COc1cc(C(=O)OCC(C)=O)cc(NC(=O)c2ccco2)c1OC
  -9, -54, -1, 0, 3, 2, 3, -9
CC(C)c1ccc(NC(=O)COC(=O)[C@H](CCC(N)=O)NC(=O)c2ccc(F)cc2)cc1
  10, 23, -7, -19, 16, -3, -5, 16
Cc1ccc(NC(=O)CC2SC(=O)NC2=O)cc1 (stereo not drawn)
  1, 8, -5, -26, -4, 3, 4, 13
Cc1ccc(/C=N/NC(=O)CSc2nc3nc(C)cc(C)n3n2)cc1
  -7, 21, 4, -11, 25, 1, 0, 19
Cc1cc(O)c(C(C)C)cc1NC(=O)c1ccc(Cl)cc1
  4, 18, -1, 10, 4, 1, 2, -2
O=C(NCC1CCCO1)c1ccc(C(=O)NCC2CCCO2)cc1 (stereo not drawn)
  3, 7, -3, -16, -18, 0, -4, 0

Further compounds.
Short forms – A = Apaf-1 inh; B = SENP8 block-1; C = SENP8 block-2; D = SENP6 block; E = PfGluPho inh; F = SENP1 FRET inh; G = SENP7 block; H = HKDC1 inh
> CCOC(=O)Cc1nn(CCc2ccccn2)c(=O)c2ccccc12
  A = -3 | B = 23 | C = 0 | D = 22 | E = 19 | F = 1 | G = 2 | H = -1

> COc1ccc(C(=S)N2CCC(C(N)=O)CC2)cc1Br
  A = -1 | B = 16 | C = -10 | D = 0 | E = 31 | F = 1 | G = 0 | H = -6

> CCNC(=O)COC(=O)C1CCC(=O)N(c2ccc(OC)cc2)C1c1ccc(OC)cc1 (stereo not drawn)
  A = -4 | B = 9 | C = 1 | D = -2 | E = 1 | F = 1 | G = 5 | H = 0

> O=C(CN1C(=O)C(=O)c2ccccc21)NC1CCCCC1
  A = 2 | B = 19 | C = 1 | D = 11 | E = -12 | F = 0 | G = 13 | H = 3

> CC(C)(O)C1CC[C@@](C)([C@@H]2CC[C@]3(C)[C@H]2[C@H](O)CC2[C@@]4(C)CCC(O)C(C)(C)C4C(OC4OC(CO)C(O)C(O)C4O[C@@H]4OCC(O)C(O)C4O)C[C@]23C)O1 (stereo partly drawn)
  A = -3 | B = 10 | C = 6 | D = -14 | E = 10 | F = -1 | G = -1 | H = -4

> O=C(COC(=O)COc1ccccc1)NCc1ccccc1
  A = 15 | B = -1 | C = -11 | D = -31 | E = -4 | F = 6 | G = -5 | H = -5

> Cc1ccc2[nH]c3c(c2c1)CCCC3C(N)=O (stereo not drawn)
  A = 9 | B = -43 | C = -6 | D = 3 | E = 4 | F = 13 | G = 5 | H = 11

> O=C(NCc1ccc(Cl)c(Cl)c1)c1ccco1
  A = -7 | B = 17 | C = -2 | D = 3 | E = 9 | F = 0 | G = 9 | H = 2

> Cc1ccc(OCC(O)CN2CCN(CC(O)COc3ccc(C)cc3)CC2)cc1 (stereo not drawn)
  A = -8 | B = 21 | C = 4 | D = 4 | E = -1 | F = -2 | G = 5 | H = -1

> O=c1nc2s/c(=C\c3ccco3)c(=O)n2nc1Cc1ccccc1
  A = 2 | B = -7 | C = -4 | D = -6 | E = 12 | F = 2 | G = -3 | H = 3

> Cc1cccc(CNC(=O)CCc2nnc(C3CCCCC3)o2)c1
  A = -14 | B = 5 | C = 4 | D = 24 | E = 3 | F = -3 | G = -6 | H = -2

> CCc1nnc(NC(=O)c2ccc(-c3ccccc3F)o2)s1
  A = 4 | B = -164 | C = -8 | D = 1 | E = 25 | F = 3 | G = 7 | H = -6

> CN(C(=O)C1CCC1C(=O)O)c1nc(-c2ccc(Cl)s2)cs1 (stereo not drawn)
  A = -10 | B = 7 | C = -11 | D = -11 | E = -28 | F = -1 | G = 7 | H = 3

> CC(NCc1ccc(S(N)(=O)=O)cc1)C(=O)N1c2ccccc2CC1C (stereo not drawn)
  A = -20 | B = 16 | C = 3 | D = -14 | E = -16 | F = -1 | G = 5 | H = -4

> COc1cc(S(=O)(=O)N2CCN=C2c2ccccc2)c(OC)cc1Cl
  A = 6 | B = 4 | C = 5 | D = -8 | E = -2 | F = 0 | G = 7 | H = 3

> O=C(COC(=O)c1ccc(Cl)nc1)Nc1ccc2ccccc2c1
  A = -2 | B = 3 | C = 0 | D = -1 | E = 8 | F = 3 | G = 1 | H = 0

> CC(=O)c1ccccc1NC(=O)CSCc1nc2sc(C)c(C)c2c(=O)[nH]1
  A = 1 | B = -10 | C = 1 | D = -1 | E = 9 | F = 30 | G = 0 | H = 3

> Cc1ccc(S(=O)(=O)N[C@@H](CO)C(=O)N[C@@H](Cc2ccc(O)cc2)C(=O)O)cc1
  A = -6 | B = 6 | C = 3 | D = -5 | E = -4 | F = 1 | G = -3 | H = -3

> COC(=O)C(NC(=O)Nc1ccccc1OC)C(C)C (stereo not drawn)
  A = 13 | B = 24 | C = -7 | D = -11 | E = -5 | F = 2 | G = -11 | H = -6

> N[C@@H](Cc1cc(I)c(O)c(I)c1)C(=O)O
  A = -7 | B = 21 | C = 11 | D = -14 | E = 38 | F = -5 | G = -2 | H = 14

> CNC(=S)NNC(=O)c1cccc(N(C)C)c1
  A = -4 | B = -50 | C = -6 | D = 2 | E = -5 | F = 0 | G = 2 | H = 1

> Cc1nc2sccn2c(=O)c1S(=O)(=O)NCc1ccccc1Cl
  A = 3 | B = -154 | C = 8 | D = -3 | E = 30 | F = 2 | G = -2 | H = -5

> CCOC(=O)c1ccccc1NC(=O)Cc1ccc(OC)c(S(=O)(=O)N2CCOCC2)c1
  A = -1 | B = -46 | C = 6 | D = 1 | E = -25 | F = 1 | G = 2 | H = -2

> NC1CCCCC1N=Cc1c(O)n(CCc2ccc(F)cc2)c(=O)[nH]c1=O (stereo not drawn)
  A = x | B = 9 | C = x | D = x | E = -7 | F = -5 | G = x | H = 4

> C=CCOc1ccccc1/C=c1\sc2nc(=O)c(C)nn2c1=O
  A = -12 | B = -6 | C = 1 | D = 9 | E = -3 | F = -6 | G = -10 | H = 7

> CCC(C(=O)N1CCCC1)n1nc(C)c2c(C)n(-c3ccccc3)nc2c1=O (stereo not drawn)
  A = 3 | B = 5 | C = -3 | D = 3 | E = 14 | F = 2 | G = -2 | H = 1
